# ATXN2 expr inh: Primary qHTS for Inhibitors of ATXN expression; AID 1745845, 2022; HEK-293 ATXN2-luciferase reporter, luminescence, 24 h; 0.72% of 360,000 active; Potency, µM (doses to about 57 µM), for the others: at the top dose activity change, negative = inhibition, usual class: inhibitors; note: potency is the fitted concentration of half-maximal effect; % is set by controls: 0 for no effect and ±100 for the full control effect; nearly all actives have a fitted effect of over 55% in size
#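 ATXN2-luciferase reporter cells (luciferase flanked by upstream and downstream ATXN2 gene portions) were treated 24 h at 37 °C with compounds at up to 57 uM. SteadyGlo luminescence gave expression; GF-AFC fluorescence gave viability.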
# A549 viability: Nrf2 qHTS screen for inhibitors: counterscreen for cytotoxicity; A549 ARE-Fluc cells, CellTiter-Fluor viability, 18-24 h; AID 504648, 2011; Potency, µM (series often up to 46 µM), for inactives: at the highest dose activity change, negative = cytotoxicity, actives largely listed as inhibitors; 0.16% of 390,000 active; note: potency is the fitted concentration of half-maximal effect; % is set by controls: 0 for no effect and ±100 for the full control effect
#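 A549 ARE_Fluc cells in 5% FBS OPTI-MEM were exposed to compounds in concentration-response for 18-24 h at 37 deg C. Viability was read by CellTiter-Fluor fluorescence (Ex 405/Em 525) after 30 min, before the luciferase read.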
# IL1B secr inh: qHTS for Inhibitors of Inflammasome Signaling: IL-1-beta AlphaLISA Primary Screen; THP-1 LPS/ATP IL-1B secretion, AlphaLISA, 16 h; hits give low values; activity change, % at 57.5 µM; 4.7% of 360,000 active; AID 743279, 2014; in the data active = activity change below about -50%; inconclusive = mostly about -30% to -49%; note: % is set by controls: 0 for no effect and ±100 for the full control effect
#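 Secreted IL-1B measured by AlphaLISA bead assay after 16 h compound exposure of THP-1 cells; compounds (final up to 57.5 uM) added 1 h before LPS (250 ng/mL) and ATP (1.25 mM) stimulation; lower signal means less secretion.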
# Nrf2 block: Nrf2 qHTS screen for inhibitors | A549 ARE-Fluc reporter, luciferase luminescence, 18-24 h | Potency, µM (series often up to 46 µM), inactives show at the top dose activity change, negative = inhibition, most hits filed as inhibitors | 2.1% of 360,000 active | AID 504444, 2011; note: potency is the fitted concentration of half-maximal effect; % is set by controls: 0 for no effect and ±100 for the full control effect; nearly all actives have a fitted effect of over 60% in size
#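 Two sequential reads on A549 ARE_Fluc cells exposed to compound for 18-24 h: a CellTiter-Fluor fluorescence read for viability, then a luciferase luminescence read for Nrf2/ARE activity.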
# MCF10A rereplic: A quantitative high throughput screen for small molecules that induce DNA re-replication in MCF 10a normal breast cells; Potency, µM (series often up to 46.1 µM), for the others: top-dose activity, positive = re-replication, hits mostly activators; MCF 10A DNA re-replication, Hoechst nuclear intensity, 48 h; 2.9% of 350,000 active; note: potency is the fitted concentration of half-maximal effect; % of control where 0% means no effect; nearly all actives have a fitted effect of over 50% in size
# Nrf2 ARE act: qHTS of Nrf2 Activators; AREc32 ARE-luciferase reporter (MCF7-derived line), luminescence, 24 h; 0.31% of 410,000 active; AID 624171, 2012; Potency, µM (titrated, usually from 46.1 µM), inactives show top-dose activation, most hits filed as activators; note: potency is the fitted concentration of half-maximal effect; % of control where 0% means no effect; nearly all actives have a fitted effect of over 65% in size
#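 Nrf2 activation is followed as ARE-luciferase induction in the AREc32 line after one day of compound treatment; luminescence is read with Steady-Glo.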
# HepG2 tox: qHTS for Inhibitors of TGF-b: Cytotox Counterscreen. 0.76% of 410,000 active. Potency, µM (highest dose often 46.1 µM), for inactives: at the highest dose activity change, negative = cytotoxicity, usual class: cytotoxic. AID 588856, 2011. HepG2 CAGA-GFP viability, ATP luminescence, 18 h; note: potency is the fitted concentration of half-maximal effect; some results filed as inactive show a strong effect at the top dose
#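 HepG2 CAGA-GFP cells (1000/well, DMEM with 1% FBS) received compound, then TGF-beta at 500 pg/mL final, and were incubated 18 hours at 37 degrees C. Viability was read by CellTiter-Glo luminescence. Media-only wells were set as complete cell-killing and DMSO as no toxicity.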
# TGFb inhibitor: qHTS for Inhibitors of TGF-b. HepG2 CAGA-GFP TGF-b/SMAD3 reporter, GFP fluorescence, 18 h; TGF-beta stimulated, 500 pg/mL final. Potency, µM (titrated, usually from 46.1 µM), without a hit: top-dose activity, negative = inhibition, usual class: inhibitors. 1.2% of 410,000 active; note: potency is the fitted concentration of half-maximal effect; % is set by controls: 0 for no effect and ±100 for the full control effect; nearly all actives have a fitted effect of over 65% in size
#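 HEPG2 CAGA-GFP, 1000 cells/well; 2 h settle, 37 C; cpd via pin tool; TGF-b 500 pg/mL final; 18 h, 37 C; GFP imaging ex488/em500-530; %Activity normalised to -TGF-b and +DMSO controls; CRC fit, curve class.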
# ATXN viability: Viability Counterscreen for Primary qHTS for Inhibitors of ATXN expression. S2 cells (HEK-293 line with an ATXN2-luciferase reporter) viability, CellTiter-Fluor protease fluorescence, 24 h. 0.49% of 400,000 active. Potency, µM (series often up to 56.7 µM), actives largely listed as cytotoxic. AID 651635, 2014; note: potency is the fitted concentration of half-maximal effect; nearly all actives have a fitted effect of over 40% in size
# Starred values were filed as active, the others as inactive; i = inactive; ? = inconclusive; nt = not tested or not shown; & = joins results of further samples; [ ] = remark or other dose. Unless noted, calls come from the whole dose curve; as a rule, active = well fitted curve in the direction sought with a large enough effect; inconclusive = small, poorly fitted or top-dose-only effect, or another doubt; inactive = no such curve, though single readings can be large; an effect the other way counts as inactive or inconclusive.
SMILES | ATXN2 expr inh | A549 viability | IL1B secr inh | Nrf2 block | MCF10A rereplic | Nrf2 ARE act | HepG2 tox | TGFb inhibitor | ATXN viability
COc1ccc2[nH]c3c(c2c1)CCN1C(=O)C(CC(=O)NCCCN(C)C)C[C@H](C(=O)N2CCCCC2)[C@@]31C (stereo not given in full) | -9% | ? | -14 | 7% | -1% | 0.1% | -14% | -1% | i
CN(Cc1ccccc1)C(=O)CCS(=O)(=O)c1ccc2c(c1)oc(=O)n2C | -6%&-5% | 8%&7% | -2 | -16%&24% | 2% | -0.3%&0.1% | 3%&1% | 15%&-14% | ?
Cc1coc2cc3oc(=O)c(CCC(=O)NCC(=O)O)c(C)c3cc12 | 4% | -1% | 30 | 1% | -2% | -0.2% | -7% | -7% | i
Nc1nc(Nc2cccc(F)c2)nc(NCCO)c1[N+](=O)[O-] | -22% | 12% | 11 | -28% | 2% | ? | -18% | 0% | i
CC(=NC(C)C)C1=C(O)C(C)OC1=O (stereo not given) | -3% | 2% | 4 | 0% | 0% | -0.2% | 8% | 21% | i
CCCC(=O)n1nc(-c2ccc(Cl)cc2)nc1SC | 36%[activator] | -1% | 27 | 3% | 2% | 2.9% | 5% | 1% | i
Oc1ccccc1CN1CCCC(N2CCc3ccccc3C2)C1 (stereo not given) | -16% | -3% | -8 | 4% | -1% | -0.7% | -14% | 13% | i
Cc1coc2c1c(C)cc1oc(=O)cc(C)c12 | 6% | 5% | nt | -5% | nt | -0.7% | -10% | -2% | i
Cc1cccn2c(=O)c3cc(C(=O)NC4CCCC4)c(=N)n(CCc4ccccc4)c3nc12 | -9% | 3% | 28 | ? | 2.6µM* | -1.8% | -10% | 5% | nt
CCN(CCCNS(=O)(=O)c1ccc2c(c1)CCN2C(C)=O)c1cccc(C)c1 | -25% | 2% | -7 | ? | ? | 0.0% | -22% | ? | i
COc1ccccc1N1CCN(c2nc(C)cc(=O)[nH]2)CC1 | -20% | -2% | 51 | -13% | 8% | 0.1% | -11% | -20% | i
O=C(CSc1nnc(N2CCCC2)n1-c1ccccc1Cl)N1CCN(c2ccccn2)CC1 | 6% | -1% | -14 | -15% | -1% | -0.4% | -3% | 2% | i
O=C(c1ccccc1F)N1CCC(O)(c2cccnc2)CC1 | 6% | 3% | 3 | 12% | -5% | -0.4% | -2% | 15% | i
COc1cc2sc3cc(NCc4ccc(C)o4)ccc3c(=O)c2cc1OC | 10% | -17% | -69* | 7% | -35%[inhibitor] | ? | -19% | -10% | i
Cc1ccc(S(=O)(=O)N2CCN(C(=O)CCc3c[nH]c4ccccc34)CC2)c(C)c1 | -11% | 0% | -17 | -1% | 5% | 0.6% | 0% | ? | i
Cc1cc2ccccc2nc1SCC(=O)NC1CCCC1 | 2%[11.3 µM] | -1% | 15 | -24% | -1% | -0.9% | 10% | 7% | i
CCC(=O)OCCNc1cc(Sc2nc3ccccc3s2)c2nonc2c1[N+](=O)[O-] | 6.3µM* | ? | -14 | nt | -9% | -0.3% | 13µM* | 7.9µM* | 8.9µM*
COC(=O)Nc1ccc(S(=O)(=O)N2CCCCC2C(=O)NCc2ccco2)cc1 (stereo not given) | -6% | -1% | 19 | ? | 4% | 2.2% | -5% | -3% | i
Cc1sc2ncnc(NC(C)C(=O)O)c2c1C (stereo not given) | 13% | -5% | -5 | 4% | -5% | 0.3% | 14% | 1% | i
CC(=O)c1coc2c1cc(O)c1ccccc12 | 24% | -6% | 24 | -10% | 27% | ? | -28% | -17% | i

# As a working copy, part of the list above.
SMILES | ATXN2 expr inh | A549 viability | IL1B secr inh | Nrf2 block | MCF10A rereplic | Nrf2 ARE act | HepG2 tox | TGFb inhibitor | ATXN viability
COc1ccc2[nH]c3c(c2c1)CCN1C(=O)C(CC(=O)NCCCN(C)C)C[C@H](C(=O)N2CCCCC2)[C@@]31C (stereo not given in full) | -9% | ? | -14 | 7% | -1% | 0.1% | -14% | -1% | i
CN(Cc1ccccc1)C(=O)CCS(=O)(=O)c1ccc2c(c1)oc(=O)n2C | -6%&-5% | 8%&7% | -2 | -16%&24% | 2% | -0.3%&0.1% | 3%&1% | 15%&-14% | ?
Cc1coc2cc3oc(=O)c(CCC(=O)NCC(=O)O)c(C)c3cc12 | 4% | -1% | 30 | 1% | -2% | -0.2% | -7% | -7% | i
Nc1nc(Nc2cccc(F)c2)nc(NCCO)c1[N+](=O)[O-] | -22% | 12% | 11 | -28% | 2% | ? | -18% | 0% | i
CC(=NC(C)C)C1=C(O)C(C)OC1=O (stereo not given) | -3% | 2% | 4 | 0% | 0% | -0.2% | 8% | 21% | i
CCCC(=O)n1nc(-c2ccc(Cl)cc2)nc1SC | 36%[activator] | -1% | 27 | 3% | 2% | 2.9% | 5% | 1% | i

# Other structures:
SMILES | ATXN2 expr inh | A549 viability | IL1B secr inh | Nrf2 block | MCF10A rereplic | Nrf2 ARE act | HepG2 tox | TGFb inhibitor | ATXN viability
Cc1ccc(CN2CCN(Cc3cn[nH]c3-c3ccccc3)CC2CCO)o1 (stereo not given) | 9% | 1% | 13 | 8% | 1% | 0.4% | -16% | -5% | i
CCOc1ccc(CN(C(=O)c2cc(=O)c3cc(C)cc(C)c3o2)C2CCS(=O)(=O)C2)cc1 (stereo not given) | -10% | -10%&6% | -7 | ? | 4% | 3.8%&6.0% | 3%&-16% | 7%&1% | ?
O=C(CNC(=O)c1ccc(Br)cc1)NC1CC1 | nt | -4% | -3 | 0% | -4% | 0.3% | 2% | 20% | i
CCC(=O)/C=C1\Sc2ccc(OC)cc2N1CC | -26% | -2% | -6 | 1% | 23% | 2.8% | -29% | 10% | i
COc1ccc(Oc2cccc(Cl)c2CNC(=O)CC(C)(C)CC(=O)O)cc1 | 7% | 3% | 54 | 14% | -1% | -1.6% | -6% | 6% | i
CCN(CC)CCCNC(=O)c1ccc2c(c1)NC(=O)C(CS(=O)(=O)Cc1ccc(F)cc1Cl)N2 (stereo not given) | nt | 4% | nt | nt | nt | 0.6% | -3% | -4% | nt
Cc1ccc(C(=O)CSc2nnc3c4ccccc4nc(C(C)(C)C)n23)cc1 | -16% | 2% | -13 | -1% | 6.5µM* | -0.3% | -7% | 0% | i
O=C(CNCC1CCCCC1)Nc1cccc(S(=O)(=O)N2CCOCC2)c1 | nt | 0% | -15 | 16% | 8% | 0.6% | 4% | 1% | i
COc1ccc(NC(=O)CN2CCC(NC(=O)c3ccc(OC)cc3)CC2)cc1 | 151%[activator] | -2% | -22 | -3% | -6% | 0.0% | 0% | 21% | i
O=C1N(CCCN2C(=O)C3(OCCO3)c3ccccc32)c2ccccc2C12OCCO2 | -5% | -12% | -5 | 1% | 5% | 0.4% | -22% | 22% | i
Cc1cc2nc(CCN(C(=S)NCC3CCCO3)C3CCCC3)[nH]c2cc1C (stereo not given) | 14% | -5% | -52* | ? | 21% | -0.6% | -83% | ? | ?
COc1ccc(C(c2nnnn2C(C)(C)C)N2CCN(c3nc4ccccc4s3)CC2)cc1OC (stereo not given) | -3% | -2% | 0 | 2% | 2% | 0.7% | -4% | -8% | i
CC(C)CCNC(=O)CSc1nc2ccccc2nc1Cc1ccccc1 | -20% | 7% | nt | nt | nt | 0.7% | -20% | -18% | ?
COc1ccc(S(=O)(=O)N(C)C[C@H]2Oc3c(NC(=O)Cc4ccccc4)cccc3C(=O)N([C@H](C)CO)C[C@@H]2C)cc1 | ? | -5% | 17 | 13% | 12% | 2.4% | -17% | -1% | ?
Cc1cccc(-n2c(C)cc(C=C(C#N)C#N)c2C)c1 | -12% | 9% | -1 | -1% | 6% | 0.0% | 5% | ? | i
Cc1cc(C(=O)NNC(=S)Nc2ccccc2C)cs1 | 32%[activator] | 8% | 0 | 9% | -4% | 2.8% | 1% | 1% | i
COc1ccc(N(CC(=O)NC2CCCCC2)C(=O)CNC(=O)c2ccco2)cc1OC | -12% | 15% | 9 | -6% | 2% | -0.8% | -8% | 0% | i
OCCCn1c(CCCNc2nc(-c3cccc(Br)c3)cs2)nc2cc(Cl)c(N3CCCCC3)cc21 | 0% | ? | 0 | ? | ? | -0.1% | -8% | 10µM* | ?
C/C=C/c1ccc(OCC(=O)Nc2cc(S(=O)(=O)N3CCOCC3)ccc2N2CCCC2)c(OC)c1 | -4% | -13% | ? | ? | 23% | -0.8% | -19% | -23% | i
O=[N+]([O-])c1ccc(/C=N/Nc2ncc(-c3ccccc3)cn2)cc1 | -26% | 0% | -9 | 15% | 0% | 2.2% | -1% | 4% | nt
O=C(N/N=C/c1cc(Br)cs1)C(O)c1ccccc1 (stereo not given) | 13% | 0% | -10 | -4% | -4% | 0.4% | 17% | 16% | i
COc1ccccc1NC(=O)C1=C(C)Nc2nnnn2C1c1ccncc1 (stereo not given) | 9% | -8% | 0 | 10% | -185%[0.0737 µM] | 5.0% | -21% | 0% | i
CCCOc1ccc(Cc2c(O)nc(SC)[nH]c2=O)cc1 | 3% | 8% | 6 | -6% | -9% | 2.1%[9.22 µM] | -40% | -6% | i
Cc1cccc(N2CCN(C(=O)c3cccc(NC4=NC5CS(=O)(=O)CC5S4)c3)CC2)c1C (stereo not given) | -13% | -6% | -9 | 3% | 2% | -0.3% | -21% | -4% | i
C=CCn1c(COc2ccccc2F)nnc1SCC(=O)Nc1cc(C)on1 | 0%[11.3 µM] | 1% | 4 | 23% | -9% | -0.7% | -1% | 0% | i
Cc1ccccc1NC(=O)Cc1nc(COC(=O)c2ccccn2)cs1 | 7% | -3% | 6 | -9% | 3% | -0.2% | 5% | -2% | i
CCOc1ccc(Cl)cc1CNCCCSc1nc(C)cc(C)n1 | nt | -2% | ? | ? | -1% | -0.1% | -22% | -14% | ?

# Screens (PubChem)
